APJ antag: antagonists of human APJ apelin receptor | CHO-K1 APJ beta-arrestin complementation, luminescence | inhibition, % at 20 µM | actives 0.32% (n = 330,000);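 active = inhibition above about 40% at 20 µM, limit read from the data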;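 note: cells challenged with 10 nM apelin-13 agonist together with compound; plate controls were apelin-13 plus DMSO wells for no effect and DMSO wells lacking apelin-13 for full effect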
UBC13 polyUb: human UBC13 polyubiquitination inhibition | P61088 | UBC13 polyubiquitin chain formation, TR-FRET | inhibition, % at 20 µM | actives 0.47% (n = 330,000) | AID 485273; in the data active = inhibition above about 45%, passing the limit was not always enough
Target sequence (P61088 whole entry, looked up): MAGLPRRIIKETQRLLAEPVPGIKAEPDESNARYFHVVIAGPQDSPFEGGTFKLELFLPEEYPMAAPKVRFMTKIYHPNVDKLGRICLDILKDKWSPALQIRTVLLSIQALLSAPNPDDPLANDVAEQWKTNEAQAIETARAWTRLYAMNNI
Gli-Sufu block: antagonists of Gli-Sufu signaling. Sufu-KO-LIGHT fibroblasts, Gli luciferase reporter luminescence. inhibition, % at 5 µM. actives 0.74% (n = 340,000);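 active = inhibition above about 55%, limit read from the data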;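 note: 0% = DMSO-treated cells and 100% = wells with medium but no cells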
CXCR6 inh: inhibitors of human CXCR6 receptor. CHO-K1 PathHunter CXCR6 beta-arrestin, luminescence. AID 602244. O00574. inhibition, % at 20 µM. actives 0.36% (n = 360,000); in the data active = inhibition above about 34%, passing the limit was not always enough;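 note: antagonist mode with CXCL16 agonist at 10 nM final; 0% = 10 nM CXCL16 with DMSO and 100% = unstimulated wells without agonist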
Target sequence (O00574 whole entry, looked up): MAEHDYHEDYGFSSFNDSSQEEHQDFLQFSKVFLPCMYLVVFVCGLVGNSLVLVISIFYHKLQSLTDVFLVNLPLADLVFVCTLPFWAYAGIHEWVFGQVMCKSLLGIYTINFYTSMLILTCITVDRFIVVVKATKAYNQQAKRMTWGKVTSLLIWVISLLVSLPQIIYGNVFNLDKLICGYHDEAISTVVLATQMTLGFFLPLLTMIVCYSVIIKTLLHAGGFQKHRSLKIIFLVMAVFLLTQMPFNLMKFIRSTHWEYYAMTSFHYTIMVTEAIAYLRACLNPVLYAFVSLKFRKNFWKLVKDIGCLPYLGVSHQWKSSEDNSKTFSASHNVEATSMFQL
APJ ag: agonists of human APJ apelin receptor; P35414; CHO-K1 APJ PathHunter beta-arrestin, luminescence; 0% DMSO wells, 100% apelin; activation, % at 20 µM; actives 0.11% (n = 330,000); AID 2520;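 active = activation more than six SD over the plate average, tested at 20 µM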;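 note: 0% = DMSO alone and 100% = apelin-13 at 10 nM; some results filed as inactive read as strong as hits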
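Material: CHO-K1 APJ beta-arrestin complementation cell line; Input: cell density 1000 per well; Incubation: compound stimulation 90 min at 25 °C, detection 60 min; Signal: luminescence from split beta-galactosidase complementation, Galacton Star/Emerald II substrate; Controls: DMSO-only wells as negative, 10 nM Apelin-13 as positive control.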
CCR6 antagonist: blocks CCL20-driven beta-arrestin recruitment at human CCR6; CHO-K1 CCR6 PathHunter beta-arrestin, luminescence, CCL20-stimulated; P51684; inhibition, % at 20 µM; actives 0.49% (n = 340,000);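 active = compounds whose inhibition of the agonist-driven luminescence signal at 20 µM reaches about 50%, limit read from the data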;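 note: cells stimulated with CCL20 at 14 nM final; plate controls were DMSO with CCL20 for no effect and DMSO without agonist for full effect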
ATG4B inhibitor: inhibitors of human ATG4B cysteine protease | Q9Y4P1 | ATG4B cleavage of LC3-PLA2, NBD-HPC fluorescence, 1 h | inhibition, % at 8.33 µM | actives 0.51% (n = 340,000) | AID 504462; in the data active = inhibition above about 40%
Target sequence (Q9Y4P1 whole entry, looked up): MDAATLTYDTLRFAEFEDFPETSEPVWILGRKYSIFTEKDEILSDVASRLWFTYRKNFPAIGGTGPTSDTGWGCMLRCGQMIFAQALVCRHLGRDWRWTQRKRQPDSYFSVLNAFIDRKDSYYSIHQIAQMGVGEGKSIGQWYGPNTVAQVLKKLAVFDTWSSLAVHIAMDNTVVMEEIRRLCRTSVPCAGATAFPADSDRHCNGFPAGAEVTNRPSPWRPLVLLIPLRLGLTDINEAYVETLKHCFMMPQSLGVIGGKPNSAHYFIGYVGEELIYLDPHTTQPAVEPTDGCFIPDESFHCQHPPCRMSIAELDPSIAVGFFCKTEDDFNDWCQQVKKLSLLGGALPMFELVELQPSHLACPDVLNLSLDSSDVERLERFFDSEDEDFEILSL
EBI2 antag: blocks human EBI2 receptor beta-arrestin signaling. AID 651636. inhibition, % at 5 µM. actives 0.81% (n = 360,000). P32249. EBI2 beta-arrestin recruitment, luminescence, 7a,25-OHC stimulated; in the data active = inhibition above about 38%;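 note: enzyme fragment complementation signal reports receptor beta-arrestin coupling in cells; 0% = agonist plus DMSO wells and 100% = wells without agonist; some results beyond the cut were filed as inactive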
Starred values were filed as active, the others as inactive; . = no result given. Rows are unselected, and some 3% of all compounds hit somewhere here.

Results follow in this order: APJ antag	UBC13 polyUb	Gli-Sufu block	CXCR6 inh	APJ ag	CCR6 antagonist	ATG4B inhibitor	EBI2 antag
#1 Cc1cc(OCC(=O)Nc2cccc(S(=O)(=O)N3CCCC3)c2)ccc1Cl
 : 4	-1	-7	-17	-2	4	-1	0
#2 FC(F)(F)c1ccc(NC(=S)NCc2ccccc2)cc1
 : -11	14	-18	-4	-4	-4	39	0
#3 Cc1nn(CC(=O)Nc2ccc3c(c2)oc2ccccc23)c(=O)c2ccccc12
 : 2	3	2	1	-1	14	2	7
#4 CC1CCCC(NC(=O)CCNC(=O)c2ccc(Cl)cc2)C1C (stereo unspecified)
 : 8	-6	-5	6	0	8	8	5
#5 COc1ccc(CNc2nc3c(c(=O)n(Cc4ccc(Cl)cc4)c(=O)n3C)n2C)cc1
 : -15	5	13	0	0	-2	-8	12
#6 COc1ccc(NC(=O)Cc2ccc(C)cc2)cc1S(=O)(=O)N1CCCCC1
 : 17	17	2	-7	-2	10	-7	-2
#7 COCCN(C(=O)C1CC1)c1nnc(-c2cccc(C)c2)s1
 : -1	-2	-16	1	-7	11	-12	5
#8 COc1ccc(CNCCCC(=O)Nc2c(Cl)ccc(C)c2Cl)cc1OC
 : -11	1	26	-3	-3	-4	-6	-20
#9 COc1cc(OC)c(-c2nc3cnccc3n2C)cc1OC
 : 9	9	2	-3	-5	-8	-7	2
#10 Cc1cccc(N2CCN(CC(=O)NCc3ccccc3)CC2)c1C
 : 4	1	29	17	-2	-1	8	-1
#11 CCOCCCNC(=O)CN1CCN(Cc2ccc(Cl)cc2)C1=O
 : 10	3	17	-8	-5	5	0	0
#12 CC1(C)Cc2c(cnn2-c2ccc(F)cc2)C(NC(=O)CCc2ccncc2)C1 (stereo unspecified)
 : 0	3	20	4	-2	-5	3	-3
#13 CC(C)CC(=O)NC(=S)Nc1ccc(CN2CCOCC2)cc1
 : -9	-4	-2	-10	5	-8	3	-1
#14 COc1cc2c(cc1OC)C(C)N(C(=O)c1cc3c(=O)oc4ccc(C)cc4c3s1)CC2 (stereo unspecified)
 : 8	47*	-6	6	6	13	4	18
#15 O=C(O)Cc1ccc(NS(=O)(=O)c2ccccc2Br)cc1
 : 16	-3	9	-2	-3	4	1	-3
#16 CN1CCN(/N=C/c2nc(-c3ccccc3Cl)n3ccccc23)CC1
 : 18	-9	-5	-6	-2	13	-5	-16
#17 CCOc1ccc(NC(=S)NC2CC3CCC(C2)N3Cc2ccco2)cc1 (stereo unspecified)
 : 4	-5	1	-7	-4	1	-1	6
#18 Cc1ccccc1NS(=O)(=O)c1nnc(NC(=O)c2ccccc2F)s1
 : 9	-7	-1	-2	-1	4	1	3
#19 O=C(CNCc1cccc2ccccc12)Nc1ccccc1[N+](=O)[O-]
 : -29	18	-12	0	-3	4	7	-8
#20 O=S(=O)(NCc1ccccc1F)NCc1ccccc1F
 : -1	5	-7	-4	-1	8	2	0

Next part (three carried over from the part before).
Results follow in this order: APJ antag	UBC13 polyUb	Gli-Sufu block	CXCR6 inh	APJ ag	CCR6 antagonist	ATG4B inhibitor	EBI2 antag
#18 Cc1ccccc1NS(=O)(=O)c1nnc(NC(=O)c2ccccc2F)s1
 : 9	-7	-1	-2	-1	4	1	3
#19 O=C(CNCc1cccc2ccccc12)Nc1ccccc1[N+](=O)[O-]
 : -29	18	-12	0	-3	4	7	-8
#20 O=S(=O)(NCc1ccccc1F)NCc1ccccc1F
 : -1	5	-7	-4	-1	8	2	0
#21 COc1cccc(CNS(=O)(=O)c2ccc(S(=O)(=O)NC3CC3)cc2)c1
 : -6	4	-5	6	-3	13	3	0
#22 C=CCCC(=O)N1C[C@H]2CON(C)[C@H]2C[C@H]1c1ccccc1Br
 : .	.	0	0	.	1	-3	-5
#23 COc1cccc(NC(=O)CCc2nc(-c3ccccc3F)no2)c1
 : -2	-4	-8	0	-1	-10	4	-1
#24 COc1ccc(NS(=O)(=O)c2ccc(-n3nnc4ccccc43)c([N+](=O)[O-])c2)cc1
 : -32	-13	5	1	4	2	-6	-8
#25 CC1CCCCC1NC(=O)C1CCN(S(=O)(=O)c2ccc(-n3cnnn3)cc2)CC1 (stereo unspecified)
 : -2	-11	2	4	-2	-6	8	1
#26 COc1cccc(/C=C/C(=O)OCC(=O)c2cc(C)n(CC3CCCO3)c2C)c1OC (stereo unspecified)
 : -13	10	-9	-12	-2	9	-1	-18
#27 Cc1cccc(NS(=O)(=O)c2cc(OCC(N)=O)c(C)cc2Cl)c1
 : -7	-1	-14	0	-4	5	0	-3
#28 Nc1ccc(C2(c3ccc(N)cc3)C(=O)Nc3ccccc32)cc1
 : 1	-6	-1	2	3	16	-1	-13
#29 O=C1CCC(=O)N1CNc1ccccn1
 : -8	1	-11	5	-5	-7	-3	-6
#30 COc1ccc(C2=CC(=O)OC(C)(c3ccccc3)O2)cc1 (stereo unspecified)
 : 3	-2	2	-6	-1	4	6	12
#31 CCN1C/C(=N\S(=O)(=O)/N=C2\CN(CC)C(=O)N2CC)N(CC)C1=O
 : 0	-1	2	-2	0	4	-8	-5
#32 COc1ccc2[nH]c3c(c2c1)CCNC3(C)CCc1ccc(Cl)nc1 (stereo unspecified)
 : -8	2	9	-9	-3	-5	-5	-2
#33 CC(C)NC(=O)N1CCC(c2nc3ccccc3s2)CC1
 : 3	0	43	0	2	0	-5	11
#34 CCS(=O)(=O)c1nc(S(=O)(=O)c2ccc(Cl)cc2)c(NCCOC)s1
 : 8	13	-8	5	-5	12	1	4
#35 CC(=O)c1ccc2c(c1)C1C=CCC1C(c1cc3c(cc1Br)OCO3)N2 (stereo unspecified)
 : 3	-6	1	1	-4	19	-2	.
#36 CCn1c(SCc2nc3ccccc3[nH]2)nnc1-c1ccncc1
 : 8	4	2	-1	3	-15	-1	-14
#37 CCC(Oc1ccc(C)c(C)c1)C(=O)O (stereo unspecified)
 : 9	-2	-1	2	-1	-7	-4	0
#38 CC1CN(C(=O)c2ccccc2)C(=Nc2cccc(S(=O)(=O)N(C)C)c2)S1 (stereo unspecified)
 : 17	4	-5	-5	-4	24	1	8
#39 COc1ccc(CCN2CC(C(=O)Nc3cc(F)ccc3F)CC2=O)cc1OC (stereo unspecified)
 : -6	7	-15	-9	-7	2	-7	1
#40 Clc1ccc(C2=Nn3c(nnc3-c3cccnc3)SC2)s1
 : -3	-9	9	1	-5	11	-13	-15
#41 CN(C)c1ccc(-c2n(C)c3ccccc3[n+]2C)cc1
 : 13	-3	80*	-5	-1	-2	10	-4
#42 COc1cc2c3c(c1)C1(C(=O)N3C(C)(C)C=C2C)C(C#N)=C(N)Oc2cc(C)oc(=O)c21 (stereo unspecified)
 : .	.	26	-6	.	10	-11	-1
#43 CCCN(C(=O)/C=C/c1nc2ccccc2s1)C1CCS(=O)(=O)C1 (stereo unspecified)
 : -13	-10	1	1	-5	15	-1	-5
#44 CC(=NNC(=O)C(C)SC(C)C(=O)NN=C(C)c1cccnc1)c1cccnc1 (stereo unspecified)
 : .	.	0	-6	.	15	-7	0
#45 COC(=O)c1cc(=O)nc2sc3ccccc3n12
 : 3	11	0	6	-1	15	-1	-8
#46 O=C(O)C1CCCCC1C(=O)Nc1ccc(OCc2ccccc2)cc1 (stereo unspecified)
 : 11	5	25	-6	0	-9	3	-18
#47 Cc1cnc(=O)[nH]c1SCc1ccccc1F
 : 6	-1	1	3	-4	8	-7	-4
#48 CC1(c2ccc(Cl)cc2Cl)NC(=O)N(CC(=O)N2CCN(C(=O)c3ccco3)CC2)C1=O (stereo unspecified)
 : 8	1	5	5	-2	0	-5	-1
#49 Nc1nnc(SCCOc2cccc(Br)c2)s1
 : -17	9	-15	3	0	-8	3	-16
#50 Cc1cc(C)n2nc(SCC(=O)N3CC(C)CC(C)C3)nc2n1 (stereo unspecified)
 : 3	4	4	2	-4	5	-5	0
#51 CC(CC(=O)Nc1nc2ccccc2[nH]1)n1ccnc1 (stereo unspecified)
 : 16	3	0	-2	-1	-2	-6	3
#52 COC(=O)c1cc(S(=O)(=O)N2CCN(c3ccc(C(C)=O)cc3)CC2)cn1C
 : 9	-10	9	-8	2	9	-9	-13
#53 CS(=O)(=O)N(CC(=O)N1CCc2ccccc2C1)c1ccccc1Br
 : 8	2	5	3	2	7	-1	-13
#54 COc1ccc(C(=O)NC2CCCN(Cc3ccccc3F)C2)c(OC)c1OC (stereo unspecified)
 : 15	-12	15	3	1	5	8	11
#55 O=C1CCC/C1=C\c1ccccc1
 : -13	-5	-2	-3	-3	-7	-2	3
#56 C/C=C/c1ccc(OCCOCCNCc2ccccc2)c(OC)c1
 : 12	16	18	-5	-3	7	3	11
#57 Cn1nc(-c2ccc(C(=O)NCCO)cc2)c2ccccc2c1=O
 : -23	-7	2	3	-2	-10	6	-12
#58 Cc1cccc(N2CCN(C(=O)c3cc(S(=O)(=O)N4CCOCC4)cn3C)CC2C)c1 (stereo unspecified)
 : 11	-4	58*	-6	-5	-1	-2	-4
#59 O=C(COc1coc(CN2CCN(c3ccccc3F)CC2)cc1=O)NC1CCCC1
 : 1	3	1	0	-1	-3	0	-3
#60 CNC(=O)CN(c1ccc(C23CC4CC(CC(C4)C2)C3)cc1)S(C)(=O)=O
 : -7	0	9	-11	2	0	-3	2
#61 c1ccc2c(c1)Nc1nccnc1S2
 : .	.	-9	-5	.	-8	8	-7
#62 Cc1cccc(NS(=O)(=O)c2cc(C(=O)N3CCN(C)CC3)ccc2C)c1
 : 10	-5	3	12	0	-1	3	-3
#63 O=c1c[n+]([O-])c2ccccc2n1OCc1ccccn1
 : 10	2	9	5	-4	5	-11	1
#64 COc1cccc(NC(=O)C2CCN(S(=O)(=O)c3ccc4[nH]c(=O)oc4c3)CC2)c1
 : 2	-8	-8	-12	-1	-10	1	4
#65 Cc1ccc(NC(=O)CCC(=O)NNS(=O)(=O)c2ccc(Cl)cc2)cc1C
 : -12	-3	-6	-4	-1	1	2	-4
#66 CCCS(=O)(=O)N1CCCC(C(=O)NC(C)c2ccc3c(c2)OCCO3)C1 (stereo unspecified)
 : -25	-9	8	-5	-2	-11	-1	-5
#67 Cc1ccc(Sc2ncccc2C(=O)O)cc1
 : 4	8	-2	8	-3	3	-1	-6
#68 Nc1cc(=O)[nH]c(=S)n1-c1ccccc1
 : 6	-2	-4	5	-3	7	0	-6
#69 CC(C)(C)[C@H]1C=C(C(=O)NCc2nc3ccccc3[nH]2)O[C@@H](OCCCCO)C1
 : -5	-1	-8	-3	-3	-7	-2	-5
#70 COC(=O)c1ccc2c(=O)n(Cc3ccc4c(c3)OCO4)c(SCC(=O)N3CCCC3)nc2c1
 : 17	12	1	.	2	24	-3	.
#71 COC(=O)CCCC1=CC2=CC(=O)C(C)(OC(=O)c3cccs3)C(=O)C2=CN1C1CCCC1 (stereo unspecified)
 : -62	-36	23	-12	31	-11	-8	-21
#72 COc1cc(OC)cc(-c2n[nH]c(=S)n2-c2cc(OC)ccc2OC)c1
 : -3	-7	3	3	36*	20	-11	-10
#73 CCSc1nnc(NC(=O)CSc2nnc(C)c(=O)n2N)s1
 : 19	-11	2	8	-1	8	-6	-1
#74 O=C(Nc1ccccc1C(=O)N/N=C/c1ccco1)c1ccc(Cl)cc1
 : 1	-10	-18	4	0	1	-12	6
#75 C=CCNC(=O)NC(=O)COC(=O)[C@H](C)NS(=O)(=O)c1c(C)c(C)cc(C)c1C
 : -5	23	0	2	1	2	-6	4
#76 C=CCN(CC=C)C(=O)C1CC(=O)N(c2ccc(Br)cc2)C1 (stereo unspecified)
 : 8	3	3	-2	-1	4	-3	15
#77 CC(C)=CCN1CCN(CCC2=C(C)CCCC2(C)C)CC1CCO (stereo unspecified)
 : 18	10	36	-23	-3	15	11	-4
#78 O=C(NCC(c1cccs1)N1CCOCC1)c1cc(=O)[nH]c2ccccc12 (stereo unspecified)
 : 10	-2	-2	-5	-4	5	-9	-3
#79 CCc1nnc(NC(=O)c2cc(-c3ccccn3)nc3ccc(Br)cc23)s1
 : 14	-15	4	4	0	18	2	1
#80 CCCC(=O)NCc1ccc2c(c1)cc(C)n2C
 : 8	36	4	1	-2	-4	5	-13
